Assay outcomes from PubChem BioAssay.
WRN inhibitor: inhibitors of human WRN helicase; AID 651768; actives 0.46% (n = 360,000); Potency, µM (series often up to 114 µM), without a hit: top-dose activity change, negative = inhibition, most hits filed as inhibitors; Q14191; WRN helicase unwinding, fluorescent forked duplex, kinetic; also: potency is read from the fitted curve at half-maximal effect; % is scaled to controls: 0 for no effect and ±100 for the full control effect; nearly all actives have a fitted effect of over 55% in size
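Kinetic red-fluorescence monitoring (525/598 nm) tracks WRN helicase activity after 100 nM fluorophore-quencher forked duplex and 2 mM ATP are added to 20 nM enzyme pretreated 15 min at room temperature with compound.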
IL-2 act: activators of IL-2; IL-2 activation reporter assay, cell-based qHTS; stimulated with anti-CD3/CD4/CD28 beads; in transgenic mouse T cells; activation, % (series mostly up to about 46 µM); actives 0.065% (n = 360,000); AID 652025; in the data active = activation above about 50%; inconclusive = mostly about 30% to 49%; also: 0% is about no effect
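Screening format: compound pinned onto unstimulated transgenic mouse T cells, 60 min incubation, then anti-CD3/anti-CD4/anti-CD28 bead stimulation for 18 hours at 37 degrees C, followed by EGFP and DsRed detection.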
PI5P4K alpha inh: inhibitors of human PI5P4K alpha; PI5P4Kalpha enzyme, ADP-Glo luminescence, 60 min; active compounds read low; max response, %; AID 652105; actives 1.2% (n = 330,000); active = max response of -50% or lower; inconclusive = between -30% and -50%; inactive = -30% or higher; also: value at the top dose of about 77 µM; % is scaled to controls: 0 for no effect and ±100 for the full control effect
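Controls without substrate or without enzyme flank wells where PI5P4Kalpha converts substrate using 5 microM ATP (final). Incubation lasts 60 minutes at room temperature; ADP formed is read by ADP-Glo luminescence.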
EPAC1 ag: agonists of human EPAC1 | O95398 | EPAC1 agonist qHTS, biochemical assay; response scale: 100% = response to 6.5 mM cAMP | Potency, µM (top dose mostly 154 µM), for inactives: top-dose activation, actives largely listed as activators | actives 0.073% (n = 360,000) | AID 720707; also: potency is read from the fitted curve at half-maximal effect; nearly all actives have a fitted effect of over 60% in size
Target sequence (O95398 whole entry, looked up): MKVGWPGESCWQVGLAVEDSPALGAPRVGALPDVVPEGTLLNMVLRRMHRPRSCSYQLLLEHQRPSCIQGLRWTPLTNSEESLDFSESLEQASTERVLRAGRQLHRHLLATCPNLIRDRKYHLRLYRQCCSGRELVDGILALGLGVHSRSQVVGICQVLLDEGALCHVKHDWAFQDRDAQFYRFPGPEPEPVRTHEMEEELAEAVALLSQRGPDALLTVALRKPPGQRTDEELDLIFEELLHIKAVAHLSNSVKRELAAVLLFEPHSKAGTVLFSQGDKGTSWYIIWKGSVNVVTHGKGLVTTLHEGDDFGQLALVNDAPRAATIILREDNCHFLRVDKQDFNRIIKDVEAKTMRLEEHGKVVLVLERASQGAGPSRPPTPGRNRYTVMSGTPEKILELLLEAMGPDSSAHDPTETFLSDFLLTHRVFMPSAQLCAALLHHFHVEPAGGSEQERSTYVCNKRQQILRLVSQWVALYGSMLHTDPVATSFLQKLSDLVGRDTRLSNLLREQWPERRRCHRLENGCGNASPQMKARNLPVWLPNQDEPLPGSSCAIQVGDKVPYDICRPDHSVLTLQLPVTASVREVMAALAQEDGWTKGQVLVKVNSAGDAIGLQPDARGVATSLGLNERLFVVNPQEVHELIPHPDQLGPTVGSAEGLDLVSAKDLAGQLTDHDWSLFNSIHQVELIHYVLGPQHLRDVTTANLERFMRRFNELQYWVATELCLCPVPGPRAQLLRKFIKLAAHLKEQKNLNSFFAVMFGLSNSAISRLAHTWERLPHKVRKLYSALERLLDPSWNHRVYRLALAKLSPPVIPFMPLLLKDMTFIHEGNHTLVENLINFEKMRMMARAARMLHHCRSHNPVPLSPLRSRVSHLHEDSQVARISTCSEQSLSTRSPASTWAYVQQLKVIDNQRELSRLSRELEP
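Nucleotide exchange assay: 100 nM EPAC1 with 250 nM Rap1B loaded with BODIPY-GDP and 50 uM GDP, room temperature. Fluorescence (480/540 nm) read every 5 min for 30 min; signal change normalized to 6.5 mM cAMP as full agonist.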
Abeta rescue: restores growth of yeast expressing A-beta42 peptide | yeast expressing A-beta42, growth rescue, OD600, 48 h; response scale: 0% DMSO, 100% iron-clioquinol control | Potency, µM (doses to about 46.1 µM), for inactives: top-dose growth rescue, actives largely listed as activators | actives 0.063% (n = 410,000) | AID 1347071; also: potency is read from the fitted curve at half-maximal effect; nearly all actives have a fitted effect of over 55% in size
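Yeast growth medium received pinned compounds, then yeast cells expressing toxic A-beta were added; plates incubated at 30 C for 48 hr. Growth read as absorbance at 600 nm, normalized to DMSO and equimolar FeCl3 plus clioquinol controls.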
PLK1 PBD inh: inhibitors of human PLK1 polo-box domain binding; Plk1 PBD binding of FITC phosphopeptide, fluorescence polarization; actives 2.8% (n = 360,000); Potency, µM, for the others: max response, negative = inhibition, most hits filed as inhibitors; P53350; AID 720504; also: potency is read from the fitted curve at half-maximal effect; series mostly up to about 57 µM; % is scaled to controls: 0 for no effect and ±100 for the full control effect; nearly all actives have a fitted effect of over 65% in size
EPAC1 antag: antagonists of human EPAC1; EPAC1 GEF assay, Rap1b-BODIPY-GDP exchange fluorescence; Potency, µM (series often up to 115 µM), for the others: top-dose activity change, negative = inhibition, hits mostly inhibitors; actives 0.14% (n = 360,000); AID 720709;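 also: potency is read from the fitted curve at half-maximal effect; plate controls were vehicle for no effect and positive control for full effect; nearly all actives have a fitted effect of over 50% in size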
FUS suppressor: rescues growth of FUS-expressing yeast | actives 0.24% (n = 390,000) | S. cerevisiae FUS-expressing, growth rescue, OD600, 24 h | Potency, µM (doses to about 76.6 µM), for inactives: at the top dose growth rescue (activation), actives largely listed as activators;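 also: potency is read from the fitted curve at half-maximal effect; plate controls were DMSO vehicle for no effect and reference control for full effect; nearly all actives have a fitted effect of over 55% in size; some results filed as inactive show a strong effect at the top dose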
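Galactose (2%) drives FUS expression in yeast precultured in raffinose; seeding density OD 0.005. Test compounds incubated 24hr at 30C and 99% humidity before absorbance at 600 nm was measured.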
* hit, by the source's call; ? = inconclusive; . = not tested or not shown; [ ] = remark or other dose. Unless noted, calls follow the shape of the dose curve; as a rule, active = well fitted curve in the direction sought with a large enough effect; inconclusive = small, poorly fitted or top-dose-only effect, or another doubt; inactive = no such curve, though single readings can be large; an effect the other way counts as inactive or inconclusive.

1) COc1cc(CC(=O)Nc2cccc(SC)c2)cc(OC)c1OC
2) COc1ccccc1N1C(=O)c2ccc(C(=O)Nc3cccc(C(C)=O)c3)cc2C1=O
3) COc1cccc(NC(=O)CNS(=O)(=O)c2ccc3nc(C)sc3c2)c1
4) COC(=O)c1ccc(S(=O)(=O)N2CCOCC2)o1
5) CCc1ccccc1NC(=O)c1sc2nc(C)cc(C)c2c1N
6) Nc1ccc(C(=O)NN2C(=O)[C@H](Cl)C2c2ccc(Cl)cc2)cc1 (stereo partly specified)

assay / entry	1	2	3	4	5	6
WRN inhibitor	14%	-1%	-22%	-1%	-6%	-3%
IL-2 act	-3.6	0.0	-2.7	-0.9	0.0	-5.0
PI5P4K alpha inh	3	-1	6	8	-8	?
EPAC1 ag	-15%	6%	-1%	7%	8%	3%
Abeta rescue	-10%	-1%	0%	7%	23%	0%
PLK1 PBD inh	7%	-11%	-4%	-3%	24µM*	-7%
EPAC1 antag	6%	-11%	19%	9%	-14%	12%
FUS suppressor	-2%	?	.	11%	7%	.

7) O=C(CN1C2CCCC1CC(NC(=O)c1ccccc1)C2)Nc1nccs1 (stereo unspecified)
8) N#C/C(=C1/CCCCCN1)c1nc2ccccc2s1
9) Cc1ccccc1OCC(=O)Nc1ccc2[nH]ncc2c1
10) CCN(CC)c1ccc(S(=O)(=O)N2CCOCC2)cc1NC(=O)CN1C(=O)NC2(CCC(C)CC2)C1=O (stereo unspecified)
11) COc1ccc(C(=O)Nc2nc3ccc(S(C)(=O)=O)cc3s2)cc1OC
12) COc1cccc(-c2nc(C(N)=O)c3[nH]c(=O)n(-c4cccc(Cl)c4)c3n2)c1OC

assay / entry	7	8	9	10	11	12
WRN inhibitor	10%	-15%[57.1 µM]	-21%	3%	5%[57.1 µM]	2%
IL-2 act	-2.6	-1.8	0.2	-2.9	-0.6	-1.5
PI5P4K alpha inh	.	.	-7	-1	-4	-7
EPAC1 ag	10%	?	3%	-1%	-5%	-6%
Abeta rescue	-5%	7%	4%	13%	-11%	-17%
PLK1 PBD inh	-5%	6%	-2%	-2%	-5%	?
EPAC1 antag	8%	-4%	3%	8%	3%	10%
FUS suppressor	24%	-1%	5%	16%	-15%	-10%

13) O=C(NCCNS(=O)(=O)c1ccc(C(F)(F)F)cc1)N1CCOCC1
14) CC(C)(CNC(=O)CCNC(=O)c1ccc(Br)cc1)N1CCOCC1
15) O=C(/C=C/c1ccc(Cl)c(Cl)c1)Nc1cccnc1
16) CCCCc1cc(=O)oc2cc(C)c(CN3CCCC3)c(O)c12
17) CCOC(=O)C1CCN(C(=O)c2ccc(Cl)c(Cl)c2)CC1
18) CCc1nc2c(OCc3ccc(OC(F)F)cc3)cccn2c1N(C)C(=O)c1ccc(OC)cc1

assay / entry	13	14	15	16	17	18
WRN inhibitor	-2%	1%	-5%	50µM*	-4%[57.1 µM]	-6%
IL-2 act	0.6	1.4	1.3	0.9	-0.9	-0.7
PI5P4K alpha inh	-2	0	-2	.	3	1
EPAC1 ag	-4%	2%	2%	-11%	-2%	1%
Abeta rescue	9%	-1%	-12%	-13%	2%	?
PLK1 PBD inh	0%	-7%	2%	-26%	-7%	-5%
EPAC1 antag	12%	-1%	5%	?	5%	5%
FUS suppressor	-10%	-6%	-1%	?	-7%	25%

19) Cc1cccc(OCC(O)Cn2c(=N)n(CCN3CCOCC3)c3ccccc32)c1 (stereo unspecified)
20) O=C(c1c(F)cccc1F)N1CCCC(c2nc(-c3ccc(Cl)cc3)no2)C1 (stereo unspecified)
21) Cc1c(-c2ccccc2)[n+](=O)c(-c2ccc(Cl)cc2)c(C)n1[O-]
22) NS(=O)(=O)c1ccc(CCNC(=O)CSc2nnc3ccccn23)cc1
23) COC(=O)C1C2C=CC3(CN(CC4CCCO4)C(=O)C13)O2 (stereo unspecified)
24) COc1ccccc1N1C(N)=NC(N)=NC12CCCCC2

assay / entry	19	20	21	22	23	24
WRN inhibitor	1%	-8%	-2%[57.1 µM]	-5%	-9%	-1%
IL-2 act	2.5	-0.6	-0.8	1.0	0.3	6.0
PI5P4K alpha inh	-1	6	-3	6	4	1
EPAC1 ag	-2%	13%	-4%	18%	1%	3%
Abeta rescue	-1%	26%	3%	-1%	-7%	-13%
PLK1 PBD inh	-7%	8%	-11%	-4%	-6%	-4%
EPAC1 antag	2%	-6%	-8%	8%	12%	9%
FUS suppressor	7%	26%	-8%	-32%	19%	2%

25) OC(c1cccnc1)c1cccs1 (stereo unspecified)
26) CC1(C)CC2CC(C)(CN2S(=O)(=O)c2cccc(C(=O)O)c2)C1 (stereo unspecified)
27) Cc1ccc(C2NC(=S)N3C(c4ccc(C)cc4)NC(=S)N23)cc1 (stereo unspecified)
28) CCCCn1c(=S)[nH]c2cc(S(=O)(=O)N3CCOCC3)ccc21
29) CCN(c1cccc(C)c1)C(C(=O)Nc1ccc(OC)cc1)c1cc2c(cc1[N+](=O)[O-])OCO2 (stereo unspecified)
30) CC1(C)OC(=O)C(=CNc2ncccn2)C(=O)O1

assay / entry	25	26	27	28	29	30
WRN inhibitor	-2%	15%	-2%	-3%	2%	8%
IL-2 act	4.6	-0.6	-1.3	1.1	-2.8	2.5
PI5P4K alpha inh	.	1	-79*	-10	17	.
EPAC1 ag	-10%	-12%	-10%	-6%	5%	-2%
Abeta rescue	22%	13%	-2%	23%	4%	-9%
PLK1 PBD inh	-1%	4%	2%	3%	0%	-5%
EPAC1 antag	-5%	19%	-8%	-1%	-20%	15%
FUS suppressor	7%	-8%	0%	11%	10%	37%

Records above marked active in PI5P4K alpha inh:
| item | SMILES | WRN inhibitor | IL-2 act | PI5P4K alpha inh | PLK1 PBD inh | EPAC1 antag |
| --- | --- | --- | --- | --- | --- | --- |
| 27 | Cc1ccc(C2NC(=S)N3C(c4ccc(C)cc4)NC(=S)N23)cc1 (stereo unspecified) | -2% | -1.3 | -79* | 2% | -8% |

The list continues:
31) CC(C)N1CCC1(C)C(=O)Nc1cccc(C#N)c1 (stereo unspecified)
32) Cc1cccc(CN(CC(=O)N/N=C/c2cccs2)S(=O)(=O)c2ccc(Cl)cc2)c1
33) O=C(Cn1cnc2c(oc3ccccc32)c1=O)N1CCN(c2ccccc2)CC1
34) COc1ccccc1C(C(=O)c1ccccc1)c1ccc(O)cc1 (stereo unspecified)
35) CN(Cc1ccccc1)C(=O)COC(=O)c1cc(S(=O)(=O)N(C)C)ccc1N1CCCC1
36) C#CCOCCOCCOCCNc1nc(N2CCN(C(=O)C([C@@H](C)O)n3cc([C@@H](N)CCCCN)nn3)CC2)nc(N2CCN(C(=O)C([C@@H](C)O)n3cc([C@@H](N)CCCCN)nn3)CC2)n1 (stereo partly specified)

assay / entry	31	32	33	34	35	36
WRN inhibitor	5%	-29%	0%	-3%	-12%	-14%
IL-2 act	0.3	1.7	-1.0	-0.2	-5.1	-1.4
PI5P4K alpha inh	0	20	.	0	1	-3
EPAC1 ag	-14%	17%	9%	3%	-6%	-1%
Abeta rescue	11%	2%[9.22 µM]	-5%	-2%	10%	-6%
PLK1 PBD inh	6%	-6%	4%	5%	5%	4%
EPAC1 antag	7%	-10%	3%	-16%	-4%	-1%
FUS suppressor	-26%	19%	22%	23%	21%	-18%

37) CCCc1cc(=O)[nH]c(SCC(=O)NCc2ccc3c(c2)OCO3)n1
38) Cc1cccc(C(O)(C(=O)NNc2ccc3ccccc3n2)c2cccc(C)c2)c1
39) O=C(CCCC(=O)OCC(Cl)=C(Cl)Cl)Nc1cccc2ccccc12
40) O=C(COc1ncnc2ccccc12)N1CCN(S(=O)(=O)c2ccc(Cl)cc2)CC1
41) CN1Cc2ccccc2N(CC(=O)NCc2ccccc2)C1=O
42) CC1CCc2sc(C(=O)NNC(=O)c3ccncc3)cc2C1 (stereo unspecified)

assay / entry	37	38	39	40	41	42
WRN inhibitor	0%	-15%	-18%[57.1 µM]	-4%	4%	6%
IL-2 act	0.2	0.8	0.0	-0.2	-1.0	-1.9
PI5P4K alpha inh	-4	1	10	-12	-6	0
EPAC1 ag	2%	-5%	-5%	6%	7%	-3%
Abeta rescue	0%	-10%	2%	9%	-2%	17%
PLK1 PBD inh	2%	2%	8%	30µM*	-14%	-9%
EPAC1 antag	-5%	-5%	26%	0%	-8%	-6%
FUS suppressor	11%	?	5%	-5%	-8%	17%

43) CC(C)C[C@H](NC(=O)N1CCn2c1nc1ccccc12)C(=O)N1CCCCC1
44) O=C(Nc1ccncc1)c1cccc(S(=O)(=O)N2CCc3ccccc32)c1
45) O/C(=C\Sc1nnc(Cc2ccccc2)o1)c1ccc(Br)cc1
46) CCCCCNC(=O)C(c1ccncc1)n1c(=O)c(-c2cc3ccccc3[nH]2)nc2ccccc21 (stereo unspecified)
47) c1ccc(Sc2ncnc3c2oc2ccccc23)nc1
48) Cc1ccc(Cl)cc1N1CCN(C(=O)Cc2csc(Nc3nc(=S)[nH]c4ccccc34)n2)CC1

assay / entry	43	44	45	46	47	48
WRN inhibitor	1%	-1%	-4%	-8%	7%	-15%
IL-2 act	1.7	-4.4	-1.3	-0.8	1.3	-0.2
PI5P4K alpha inh	0	13	.	-4	.	0
EPAC1 ag	-12%	1%	3%	-4%	-3%	-2%
Abeta rescue	-11%	-3%	-5%	?	-14%	-5%
PLK1 PBD inh	4%	4%	-7%	0%	-2%	-4%
EPAC1 antag	-25%	-1%	9%	-18%	6%	-7%
FUS suppressor	20%	9%	-9%	22%	4%	-4%

Among those listed so far, these contain bromine:
14) CC(C)(CNC(=O)CCNC(=O)c1ccc(Br)cc1)N1CCOCC1
45) O/C(=C\Sc1nnc(Cc2ccccc2)o1)c1ccc(Br)cc1

assay / entry	14	45
WRN inhibitor	1%	-4%
IL-2 act	1.4	-1.3
PI5P4K alpha inh	0	.
EPAC1 ag	2%	3%
Abeta rescue	-1%	-5%
PLK1 PBD inh	-7%	-7%
EPAC1 antag	-1%	9%
FUS suppressor	-6%	-9%

New compounds follow:
49) C[n+]1c(-c2ccccc2)cc2c(=Cc3ccccc3)c3ccccc3n21
50) Cc1ccc(Nc2nc(N3CCOCC3)nc(N3CCOCC3)n2)cc1Cl
51) O=C(CSc1nc(O)c(C2CCCCC2)c(=O)[nH]1)Nc1ccc(Cl)cc1
52) CCN(CC)S(=O)(=O)c1ccc(N2CC(C(=O)N3Cc4ccccc4CC3C(N)=O)CC2=O)cc1 (stereo unspecified)

assay / entry	49	50	51	52
WRN inhibitor	?	-6%[57.1 µM]	-17%	0%
IL-2 act	-1.8	5.6	1.9	-0.6
PI5P4K alpha inh	-50*	8	1	-12
EPAC1 ag	8%	2%	1%	-13%
Abeta rescue	-80%[inhibitor]	21%	24%	-7%
PLK1 PBD inh	3.8µM*	-2%	-17%	-6%
EPAC1 antag	0%	2%	2%	3%
FUS suppressor	.	13%	13%	20%
